HCT116 survival – survival after telomere uncapping, modulators, primary screen, cell-based (AID 1259312) | fold change at 10 µM | HCT116 + Ad-hTR-mut, survival, MTT, 5 d; active compounds read high | 4,500 tested, 4.5% active;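 active = cell survival measured by absorbance rises more than 2.5-fold over infected cells without compound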;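 note: virus expresses mutant telomerase RNA that uncaps telomeres and kills cells; compound added 2 days after infection so exposure lasts 3 days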
* hit, by the source's call; i = inactive. An excerpt. The share of hits here may be higher or lower than overall.

structure	HCT116 survival
COc1cc(C2C(C#N)=C(N)Nc3oc(C)nc32)cc(OC)c1OC (stereo unspecified)	2.2
CCOC(=O)C1CCCN(C(=O)Cn2cnc3c2c(=O)n(C)c(=O)n3C)C1 (stereo unspecified)	-3
Nc1nc(SCc2ccc(F)cc2)ns1	-1.8
CCOC(=O)C1CCN(S(=O)(=O)N(C)C)CC1	-1.2
O=C1CCC([N+](=O)[O-])C(c2cc3c(cc2Cl)OCO3)N1 (stereo unspecified)	-1.6
O=S(=O)(NCc1cccnc1)c1cccs1	-1.3
CCOC(=O)C1=C(C)NC(=O)NC1c1ccc(C)s1 (stereo unspecified)	-1.1
O=c1[nH]c2cc(Br)cnc2[nH]c1=O	-1.9
CC1=C(C(=O)OCC(C)C)C(c2cc3c(cc2Br)OCO3)NC(=O)N1C (stereo unspecified)	1.4
COc1ccc(N2CC(C(=O)Nc3ccncc3)CC2=O)cc1 (stereo unspecified)	-1
CN(C)c1nc(N)nc(CN(C)S(=O)(=O)c2ccccc2)n1	-1.1
c1ccc(-c2cnc(-c3ccncc3)o2)cc1	-1.1
N=c1c(C(N)=S)cnc2ccccn12	1.2
COc1ccc(-c2ccc3cc(OC)c(OC)cc3c2O)cc1OC	1
Cc1nc2ccccc2c(=O)o1	-1.7
CCn1cc(CNC)cn1	-1.3
CSc1nnc(-c2ccccc2)n1-c1ccccc1	-1.2
Cc1cc(C)[nH]c(=S)n1	1.2
NNC(=O)c1ccc(COc2cc(Cl)ccc2Cl)o1	-1.2
CCOCc1c(C)cc(C)c(C=C(C#N)C#N)c1C	1.6
CCn1c(-c2ccc(F)cc2)n[nH]c1=S	-1.3
Cc1cc(N)cc2cn[nH]c12	-1.1
CS(=O)(=O)Nc1ccc(S(=O)(=O)N2CCOCC2)cc1	-1.3
COC(=O)C1=C(CSCc2ccco2)NC(=O)NC1c1ccc(C)cc1C (stereo unspecified)	-1.4
O=c1[nH]c(=O)n(C2C[C@H](O)[C@@H](CO)O2)cc1I (stereo partly specified)	1.9
O=C1c2ccc(Br)cc2C(=O)N1CNc1ccc(Br)cc1	2.9*
Cc1cc(C)c2c(=O)[nH]c(SCC(=O)O)nc2n1	i
O=c1[nH]c(SCc2nc3ccc([N+](=O)[O-])cc3[nH]2)nc2ccccc12	i
Cn1c(O)c(C=NCc2ccc3c(c2)OCO3)c(=O)n(C)c1=S	i
CC1Cn2c(nnc2-c2cccc(N)c2)S1 (stereo unspecified)	-3.1
O=[N+]([O-])c1ccc(N2CCCCC2)cc1Sc1ccccn1	-1.1
Cc1cc(Cc2cc(C)cc(C3(C)CCCCC3)c2O)c(O)c(C2(C)CCCCC2)c1	-1.6
O=C(Nc1ccc(F)cc1)C1CC(=O)N(C2CCCCC2)C1 (stereo unspecified)	-1.8
OCCN=Cc1c(O)ccc2ccccc12	i
O=C1C(=Cc2ccc([N+](=O)[O-])o2)C(=O)c2ccccc21	-1.1
CC(C)OC(=O)/C(C#N)=C\c1ccsc1Br	1.2
Clc1cccc(Cl)c1-c1noc(CSc2nc3ccccc3s2)n1	-1.4
S=c1[nH]nc(Cc2cccc3ccccc23)o1	-2.8
O=C(O)CCCCCn1c(O)c(C2=c3cc(Br)ccc3=NC2=O)sc1=S	i
CN(C)c1ccc(C=Nc2ccc(N3CCOCC3)cc2)cc1	-1.2
Cn1c(=S)[nH]c2sc3c(c2c1=O)CCC(C(C)(C)C)C3 (stereo unspecified)	2.1
NC(=O)c1cc2ccccc2o1	2.8*
CC1(C)CC(=O)c2cc3c(nc2C1)CC(C)(C)CC3=O	-1.1
Cn1c(=O)oc2ccc(S(=O)(=O)Nc3ccc4c(c3)CCN4S(C)(=O)=O)cc21	-1
COc1cc2c(c(C(c3ccccc3)(c3ccccc3)c3ccccc3)c1)NC(C)(C)C=C2C	2.4
O=C1NCCN1C(=O)Nc1ccc(Cl)cc1Cl	-1.2
COc1cc(N=Cc2cc(Cl)cc(Cl)c2O)c(OC)cc1Cl	i
COc1ccc(C2C3CCCC=C3C(C#N)=C(N)C2(C#N)C#N)c(OC)c1 (stereo unspecified)	-4.5
O=C(O)Sc1nnc(CCCO)n1-c1ccccc1	1.1
C=CCNC(=O)c1nn(C)c(=O)c2ccccc12	-1.1
CCOc1ccc(OCC)c(C2C(Cc3ccccc3)N3c4ccccc4C=CC3C2(C#N)C#N)c1 (stereo unspecified)	-1.4
N#CC1=C(N)SC(N)=C(C#N)C1c1ccc(F)c(Br)c1	-1.8
O=[N+]([O-])c1ccc(/C=N/c2ncn[nH]2)cc1	-1.2
Cc1cc(NC(=O)CCCCc2cccs2)no1	-1.4
CC(=O)N1CCc2cc(Br)ccc21	-1.2
N#C/C(=C\c1ccc2c(c1)OCO2)c1ccccn1	-2.2

(more compounds)
structure	HCT116 survival
O=[N+]([O-])c1ccc(S(=O)(=O)NC2CCCCCC2)cc1	1.6
Cn1c(O)c(N=NC(=O)c2cc(C(C)(C)C)[nH]n2)c2cc(Br)ccc21	i
N#Cc1c(N)sc2c1CCCCC2	3*
COc1ccc(NC(=S)SC)cc1OC	-1.2
Cc1sc(/C=C(/C#N)C(N)=O)cc1[N+](=O)[O-]	-1.5
Cc1cc(C)cc(NS(=O)(=O)c2ccc(Br)s2)c1	-1
Oc1ccc(-c2cnc3ccncc3n2)cc1	i
S=c1[nH]nc(SCc2ccccc2Cl)s1	-1.5

Sorted by molecular weight (smallest number first): some entries from above.
structure	HCT116 survival
N#Cc1c(N)sc2c1CCCCC2	3*
Oc1ccc(-c2cnc3ccncc3n2)cc1	i
Cc1sc(/C=C(/C#N)C(N)=O)cc1[N+](=O)[O-]	-1.5
CC(=O)N1CCc2cc(Br)ccc21	-1.2
COc1ccc(NC(=S)SC)cc1OC	-1.2
N#C/C(=C\c1ccc2c(c1)OCO2)c1ccccn1	-2.2
Cc1cc(NC(=O)CCCCc2cccs2)no1	-1.4
S=c1[nH]nc(SCc2ccccc2Cl)s1	-1.5

Other compounds follow:
structure	HCT116 survival
Clc1ccc(CSc2nnc(-c3cccc(Br)c3)o2)c(Cl)c1	2.8*
O=C1CC(c2cc3c(cc2Cl)OCO3)c2cc(Br)c3ccccc3c2N1 (stereo unspecified)	-2
COP(=O)(O)CCC(=O)NN	-2.1
Cc1sc2c(c1C)C(=O)NC(/C=C/c1ccc3c(c1)OCO3)N2 (stereo unspecified)	-1.1
CC(=O)Nc1nonc1N1C(=N)SCC1=O	-1.5
CCOC(=O)C(CCC#N)C(=O)OCC	1.1
CC1=C(C(=O)OC2CCCC2)C(c2ccc(C)s2)C2=C(CCCC2=O)N1 (stereo unspecified)	-1.2
CN(C)CCCNC(=O)C12CC3CC(CC(C3)C1)C2	-1.1

The list continues.
| SMILES | HCT116 survival |
| --- | --- |
| C#CCSc1nnc(N)s1 | -1.3 |
| CN(C)S(=O)(=O)N1CCN(Cc2ccc3c(c2)OCO3)CC1 | -1.2 |
| COc1ccc(S(=O)(=O)NC(C)C)cc1 | -1.5 |
| c1cc2nsnc2cc1COc1ccc2c(c1)CCCC2 | -1.1 |
| c1ccc(-c2nc(-c3ccccn3)nc(-c3ccccn3)n2)nc1 | 3.3* |
| CC(Nc1cc(Cl)ccc1[N+](=O)[O-])C12CC3CC(CC(C3)C1)C2 (stereo unspecified) | -1 |
| COc1c2ccoc2nc2c(OC)c(OCC(O)C(C)(C)O)ccc12 (stereo unspecified) | 2.3 |
| O=C1NC(=O)/C(=C/c2ccc(F)cc2)S1 | -1.8 |
| COC(=O)C1=CNC=C(C(=O)OC)C1c1cc(OC)c(OC)cc1OC | -1 |
| O=C1C(=Nc2ccc3ccccc3c2)c2ccccc2N1CN1CCN(c2ccccc2)CC1 | 1.3 |
| Cc1ncc(CO)c(CN)c1O | -1.1 |
| Cc1cc(C)c2oc(-c3ccc(N)cc3)nc2c1 | -1.1 |
| O=C(O)c1n[nH]c([N+](=O)[O-])c1Br | i |
| O=C1C=CC(=O)N1c1c(F)c(F)c(F)c(F)c1F | 1.2 |
| NC(=O)CSc1nnnn1-c1ccc(F)cc1 | -1.2 |
| CC1CN(C(=O)c2cccs2)CC(C)O1 (stereo unspecified) | 2 |
| Cn1c(SCc2ccccc2Cl)nnc1-c1ccc(Cl)cc1Cl | -1.3 |
| CCCCc1sc(/C=C(\C#N)C(=O)OCC)cc1[N+](=O)[O-] | -1.3 |
| O=C(O)c1cc(=O)c2ccccc2[nH]1 | -1.2 |
| Cn1c(=O)oc2ccc(S(=O)(=O)NCc3ccc4c(c3)n(C)c(=O)n4C)cc21 | -1.3 |
| CCc1nnc(NS(=O)(=O)c2ccc(N)cc2)s1 | 3.9* |
| NC(=O)c1c(NC(=O)C(=S)Nc2ccccc2)sc2c1CCC2 | -1.1 |
| CN1C2CC(OC(=O)C(CO)c3ccccc3)CC1C1OC12 (stereo unspecified) | 2.7* |
| N#Cc1c(NC(=O)c2n[nH]c([N+](=O)[O-])c2Br)sc2c1CCCCC2 | i |
| O=C(O)c1[nH]c(=O)[nH]c(=O)c1[N+](=O)[O-] | 1.2 |
| COc1ccc(Oc2ccc(Cl)c(Cl)c2)c2nc(C)cc(C)c12 | 1.1 |
| COC(=O)c1nc2ccc(OC)cc2s1 | -1.2 |
| Brc1ccc2c(c1)sc1cc(Br)ccc12 | -1.4 |
| N#CC(C#N)=Cc1cc(CSc2nnc(N)s2)cs1 | -1.4 |
| NC(=O)C1CCCN1C(=O)C(Cc1cnc[nH]1)NC(=O)C1CCC(=O)N1 (stereo unspecified) | -1.2 |
| COc1ccc2nc(SCc3nc(-c4c(OC)cccc4OC)no3)[nH]c2c1 | 1.1 |
| Cn1c(=O)c2c(ncn2CC(=O)N2CCC(Cc3ccccc3)CC2)n(C)c1=O | -1.1 |
| O=C(Nc1ccc2c(c1)OC1(CCCCC1)O2)c1ccc(=O)[nH]c1 | 1.6 |
| Nc1cc2ccccc2cc1N | -1.2 |
| CCOC(=O)c1sc(N2N=C(C)/C(=C\c3cccs3)C2=O)nc1C | -1.1 |
| Cc1cc2ccc(=O)oc2cc1OC[C@@H](O)C(C)(C)O | -1.3 |
| Cc1cc(C(C)(C)C)cc(C)c1CC1=NCCN1 | -1 |
| O=C(NCCC1=CCCCC1)C(=O)NC1CCCCC1 | 1.2 |
| COc1ccc(-c2nn(CN3CCC(c4ccccc4)CC3)c(=S)n2Cc2ccccc2)cc1 | -2.6 |
| [O-][n+]1c2ccccc2[n+]([O-])c2cc(O)ccc21 | i |
| CN1CCN(Cc2cc([N+](=O)[O-])c(O)c3ncccc23)CC1 | 3* |
| N#CCC(=O)NCc1ccco1 | -2.5 |
| CC(C)OC(=O)c1c(NC(=O)C2C(C=C(Cl)Cl)C2(C)C)sc2c1CCCC2 (stereo unspecified) | -2.7 |
| CN(c1nc2ccccn2c(=O)c1C=O)C1CCCCC1 | -1.4 |
| COc1ccc(S(=O)(=O)Nc2ccc3c(c2)OCO3)cc1Br | -1 |
| CCCCN(CCCC)C(=O)Cc1cccs1 | -1.5 |
| CCc1sc(C2C(C#N)=C(N)OC3=C2C(=O)CC(C)(C)C3)cc1Br (stereo unspecified) | 1.3 |
| C1CCN(c2nc(N3CCCCC3)nc(N3CCNCC3)n2)CC1 | -5 |
| C(=N\c1nccs1)/c1ccco1 | -1.6 |
| CN1C(=O)C(=O)c2cc(Br)ccc21 | -1.2 |

Next compounds:
| SMILES | HCT116 survival |
| --- | --- |
| C=C1CCC(O)C/C1=C\C=C1/CCCC2(C)C1CCC2C(C)/C=C/C(C)C(C)C (stereo unspecified) | -1.6 |
| Cc1ncc([N+](=O)[O-])n1CCO | 1 |
| CSc1nc(SCC(=O)C(C)C)nc(N)c1C#N | 1.2 |
| CC(C)(C)c1ccc(-c2nc3sc(-c4ccc(C(C)(C)C)cc4)nc3s2)cc1 | -2.3 |
| CN(C)c1ccc(C2NC(=O)c3c(sc4c3CCCC4)N2)cc1 (stereo unspecified) | -2 |
| O=S(=O)(NCCOc1ccccc1Cl)c1ccc2oc3ccccc3c2c1 | -1 |
| NC(=S)NCCC[C@H](N)C(=O)O | 1 |
| CCS(=O)(=O)c1nc2ccccc2n1Cc1ccccn1 | 1 |
| CS(=O)(=O)N1CCCc2cc(S(=O)(=O)NCc3ccccc3)ccc21 | -1.3 |
| CN(C)CCCNS(=O)(=O)c1ccc(Cl)cc1 | 1.1 |
| N#Cc1ccc2c(c1)COC2(c1ccc(F)cc1)c1ccc(F)cc1 | -1.5 |
| Cc1[nH]c2ccccc2c1C(=O)C(=O)NC1CC1 | -1 |
| Cc1nc2ccccc2nc1CN(c1ccc(F)cc1)S(C)(=O)=O | -1 |
| Cc1cccc(C2=NOC(=O)/C2=C\C(Br)=C\c2ccccc2)c1 | -2.1 |
| O=C(N1CCCCCC1)N1CCOCC1 | -1.7 |
| COc1ccc(-c2nn(CN3CCN(C(c4ccccc4)c4ccccc4)CC3)c(=S)n2C)cc1OC | 1.2 |
| Nc1ncnc2nc(SCCO)[nH]c12 | 1 |
| Nc1ccc(Cl)c(-c2nc3cc(Cl)ccc3o2)c1 | -1.2 |
| N#CC1=C(N)C(C#N)(C#N)C2=C(CCCC2)C1c1cccc(I)c1 (stereo unspecified) | 1.5 |
| CCCn1c(SCc2nc3ccccc3n2Cc2ccccc2)nc2ccccc21 | -1.8 |
| Cc1cc(C)c(S(=O)(=O)NC(C)C)c(C)c1-n1cnnn1 | -1.5 |
| Cc1ccc(C2=NNC(C)(c3ccc(C4CCCCC4)cc3)S2)cc1 (stereo unspecified) | -1.9 |
| CNc1ccc(SC#N)cc1 | 1.1 |
| O=S(=O)(Nc1ccc(S(=O)(=O)Nc2nccs2)cc1)c1ccc2c(c1)OCCO2 | -2.5 |
| Nc1ccc2c(c1)COCO2 | 1 |
| Cn1c(=O)n(C)c(=O)n(CC(=O)N2CCCCC2)c1=O | -1.2 |
| CCCN1CC=C2C(C#N)=C(N)C(C#N)(C#N)[C@H](c3ccsc3)[C@H]2C1 | 2.9* |
| O=C(NCc1ccncc1)NC12CC3CC(CC(C3)C1)C2 | -1.5 |
| CCOc1ccc2nc(SCc3ccc(OC(F)(F)C(F)F)cc3)sc2c1 | -1.1 |
| Cc1cc(Cc2cc(C)c(O)c(C(C)(C)C)c2)cc(C)c1O | -2.9 |
| COC(=O)c1nonc1N | -1.1 |
| Cn1c(=O)c2c(ncn2C)n(C)c1=O | 1.3 |
| O=S(=O)(Nc1cccc2ccccc12)N1CCCC1 | 1.3 |
| O=C(O)C1CSC(c2cccs2)N1 (stereo unspecified) | -1.6 |
| Cc1[nH]c(=O)n(C(C)(C)C)c(=O)c1C | -1.2 |
| O=C(NC1CC1)c1n[nH]c(=O)c2ccccc12 | 1 |

Assay outcomes (PubChem BioAssay)
